# Bioassay records from PubChem BioAssay.
# RGS4 inhibitor = inhibitors of human regulator of G protein signaling 4; P49798; Transcreener GDP fluorescence polarization, RGS4-accelerated GTP hydrolysis; Potency, µM (series often up to 114 µM), inactives show at the highest dose activity change, negative = inhibition, hits mostly inhibitors; 390,000 compounds, 0.039% hits; AID 504845; further: potency means the concentration at half of the fitted maximal effect; on the % scale 0 is the no-effect control and ±100 the full control effect; nearly all actives have a fitted effect of over 75% in size; some results filed as inactive show a strong effect at the top dose
# Target sequence (P49798 whole entry, looked up): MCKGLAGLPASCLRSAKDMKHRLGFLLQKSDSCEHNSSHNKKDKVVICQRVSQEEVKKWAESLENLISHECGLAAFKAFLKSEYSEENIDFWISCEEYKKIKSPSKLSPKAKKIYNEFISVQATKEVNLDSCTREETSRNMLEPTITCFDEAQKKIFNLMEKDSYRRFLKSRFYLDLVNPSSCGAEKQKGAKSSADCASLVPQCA
#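 MLSMR compounds (23 nl, pin-transferred) preincubated 10 min at room temperature with a 500nM (2x) first reagent, then RGS4 at 900nM (2x) plus Transcreener GDP mix added; fluorescence polarization (620/688 nm) read before and after 90 min at 30 °C.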
# Vif-A3G inh = blocks the Vif interaction with human APOBEC3G. Q9HC16. HeLa A3G-eYFP + Vif (tagged APOBEC3G with the HIV-1 protein that degrades it), YFP fluorescence, overnight. Potency, µM (top dose mostly 46.1 µM), inactives show at the highest dose activity, negative = active, usual class: inhibitors. 410,000 compounds, 0.076% hits. AID 602310;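 further: potency means the concentration at half of the fitted maximal effect; on the % scale 0 is the no-effect control and ±100 the full control effect; nearly all actives have a fitted effect of over 60% in size; hits raise eYFP signal because A3G escapes Vif-driven loss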
# Target sequence (Q9HC16 whole entry, looked up): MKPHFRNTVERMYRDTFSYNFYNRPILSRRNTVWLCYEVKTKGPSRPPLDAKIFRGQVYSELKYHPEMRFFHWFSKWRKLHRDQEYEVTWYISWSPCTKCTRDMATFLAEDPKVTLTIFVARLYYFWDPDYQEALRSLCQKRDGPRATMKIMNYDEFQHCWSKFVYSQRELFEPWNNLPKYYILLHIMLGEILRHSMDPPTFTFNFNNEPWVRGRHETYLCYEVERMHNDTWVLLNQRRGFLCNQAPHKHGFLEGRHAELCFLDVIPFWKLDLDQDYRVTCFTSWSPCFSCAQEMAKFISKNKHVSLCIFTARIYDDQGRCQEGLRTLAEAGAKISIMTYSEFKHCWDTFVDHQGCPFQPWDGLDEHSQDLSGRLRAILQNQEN
#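 HeLa cells stably expressing Vif and C-terminally eYFP-tagged A3G, seeded overnight at 37 deg C, then exposed to compound by pintool overnight at 37 deg C. Rise in yellow fluorescence (Ex 488/Em 500-530, Acumen) marks blocked Vif-driven A3G degradation.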
# Vif-A3F inh = inhibitors of Vif-A3F interaction; HeLa A3F-eYFP + Vif (tagged APOBEC3F with the HIV-1 protein that degrades it), YFP fluorescence increase; Potency, µM (top dose mostly 46.1 µM), for the others: at the highest dose activity, negative = active; 390,000 compounds, 0.2% hits; AID 602313; further: potency means the concentration at half of the fitted maximal effect; % of control where 0% means no effect; nearly all actives have a fitted effect of over 65% in size
#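 Fluorescence increase (Ex 488/Em 500-530) after overnight compound treatment at 37 deg C flags inhibition of Vif-driven A3F-eYFP loss in stable HeLa A3F-eYFP/Vif cells seeded overnight beforehand.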
# D2 agonist = D2 dopamine receptor (human) agonism; P14416; HEK293 T-REx D2 cells, calcium flux agonist mode; activation, % at 2 µM; 340,000 compounds, 0.53% hits;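 active means activation over 3 SD above normal in the single-dose calcium agonist read, cut at about 30% in these data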; further: 0% is about no effect
#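 Agonism scored from kinetic calcium signal (1 read/sec, 180 s) following compound pin transfer, after a 10 s baseline. Cells: HEK293 Trex line expressing inducible D2 receptor coupled to calcium, dye-loaded after overnight culture at 30 C.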
# LDHA inh = inhibitors of human lactate dehydrogenase A | activity change, % (values are at about 110 or 230 µM) | 480,000 compounds, 0.15% hits | AID 1347041 | purified LDHA, NADH/diaphorase-resazurin fluorescence; hits give low values | P00338; in the data active means activity change below about -30%; inconclusive means mostly about -25% to -30%;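 further: plate controls were DMSO wells for no effect and wells without enzyme for full effect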
#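 Resorufin fluorescence (ex540/em590), read at 0 and 20 min after diaphorase/resazurin addition, reports the NADH left after a 5 min room-temperature reaction of 2 nM human LDH5 with 0.06 mM NADH and 0.2 mM pyruvate.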
# Glioma ERSR ind = inducers of ER stress response in human glioma cells; U87-MG GRP78 promoter luciferase reporter, 16 h; 420,000 compounds, 0.02% hits; AID 602332; Potency, µM, without a hit: at the highest dose activation, most hits filed as activators; further: potency means the concentration at half of the fitted maximal effect; series mostly up to about 76 µM; % of control where 0% means no effect; nearly all actives have a fitted effect of over 35% in size
#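 Stably transfected U87-MG glioma cells carrying a GRP78-based luciferase sensor; 16 h compound incubation. Luminescence end-point read 10 min after Bright-Glo addition at room temperature.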
# D2 antag = antagonists of human D2 dopamine receptor; P14416; HEK293 TREx D2 cells, calcium flux, dopamine EC80; inhibition, % at 10 µM; 340,000 compounds, 2% hits; in the data active means inhibition above about 30%; further: 0% is about no effect
#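 Dopamine at EC80 is the agonist stimulus; test compounds precede it by 180 s. Calcium flux read kinetically in a force-coupled, inducible HEK293 T-REx D2 cell line.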
# 12-LOX inh = ALOX12 (human) lipoxygenase inhibition | purified 12hLO, xylenol orange hydroperoxide absorbance | Potency, µM (highest dose often 108 µM), inactives show top-dose activity change, negative = inhibition, most hits filed as inhibitors | 580,000 compounds, 1.1% hits; further: potency means the concentration at half of the fitted maximal effect; on the % scale 0 is the no-effect control and ±100 the full control effect
#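 Purified human 12hLO at 150 nM in 25 mM Hepes, 0.01% Triton X-100, pH 7.0, preincubated 15 min at room temperature with compound. Reaction started with 40 uM arachidonic acid, 30 min at room temperature. Hydroperoxide measured by Fe-xylenol orange, 573/405 nm absorbance ratio.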
# ERG-DNA inh = blocks human ERG Ets domain binding to DNA; Potency, µM (highest dose often 76.9 µM), for the others: top-dose FP activity, negative = inhibition, actives largely listed as inhibitors; AID 624246; 370,000 compounds, 0.028% hits; fluorescence polarization, His-ERG Ets domain / labelled DNA; P11308; active means well fitted inhibition curve with a large enough effect in the polarisation, with a control signal flat; inconclusive means small, poorly fitted or top-dose-only effect, or effect the other way, or a change in a side signal; inactive means no such curve, though single readings can be large or run the other way; the % refers to the polarisation;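 further: polarization taken with two DNA probes labelled with fluorescein and Texas red; potency means the concentration at half of the fitted maximal effect; % of control where 0% means no effect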
# Target sequence (P11308 whole entry, looked up, the tested form may be a part): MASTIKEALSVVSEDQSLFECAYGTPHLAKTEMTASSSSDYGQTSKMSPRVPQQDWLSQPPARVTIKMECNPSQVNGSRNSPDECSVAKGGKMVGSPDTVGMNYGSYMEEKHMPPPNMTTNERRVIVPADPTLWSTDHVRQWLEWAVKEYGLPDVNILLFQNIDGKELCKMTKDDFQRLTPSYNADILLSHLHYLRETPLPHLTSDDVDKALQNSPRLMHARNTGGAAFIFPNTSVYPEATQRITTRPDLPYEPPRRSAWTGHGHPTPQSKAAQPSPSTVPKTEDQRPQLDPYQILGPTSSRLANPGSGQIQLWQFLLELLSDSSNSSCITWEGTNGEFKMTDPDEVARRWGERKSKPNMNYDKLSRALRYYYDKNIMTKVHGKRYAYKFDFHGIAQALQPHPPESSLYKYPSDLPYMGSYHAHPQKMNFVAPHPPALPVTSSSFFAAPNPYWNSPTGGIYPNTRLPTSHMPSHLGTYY
#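 His-tagged ERG Ets domain (1 uM in the protein solution; 300mM KCl, 50mM Tris-HCl, 1mM EDTA, 1mM DTT, pH 7.5) received compound, then a probe mix of 5 nM fluorescein-DNA and 100nM Texas-615-DNA. Fluorescence polarization was read for both dyes.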
# The depositor's hits bear a star; ? = inconclusive; / = not tested or not shown; & = joins results of further samples; [ ] = dose if it differs, or a comment. Unless noted, the call rests on the fitted dose curve; in most records, active means well fitted curve in the direction sought with a large enough effect; inconclusive means small, poorly fitted or top-dose-only effect, or another doubt; inactive means no such curve, though single readings can be large; an effect the other way counts as inactive or inconclusive. This is a subset, so the mix of outcomes need not match the whole.
1	CCN(CC)C(=O)c1n[nH]c(=O)c2ccccc12
2	COCCOc1ccc(C(F)(F)F)cc1NC(=O)COC(=O)Cc1c[nH]c2ccccc12
3	CN(c1cccc(NC(=O)CN(c2cccc(Cl)c2)S(=O)(=O)c2ccc(Cl)cc2)c1)S(C)(=O)=O
4	NC(=S)NN=C1c2cc(OCCN3CCOCC3)ccc2-c2ccc(OCCN3CCOCC3)cc21
5	O=C(COc1ccc2c3c(c(=O)oc2c1)CCC3)Nc1ccc(CCO)cc1
6	O=c1[nH]cnc2sc3c(c12)CCC3
7	O=C(/C=C/c1ccc(S(=O)(=O)NCc2ccco2)cc1)NCc1cccc(Cl)c1
8	COC(=O)C1=C(NC(=O)C(C)(C)C)CCS1
9	Cc1ccccc1CNC(=O)c1ccc2nc(C(C)C)oc2c1
10	Cc1cc2ncc(-c3cccc(Cl)c3)cn2n1
compound no.,1,2,3,4,5,6,7,8,9,10
Glioma ERSR ind,-2%,-3%,-2%,-10%,0%,-7%,0%,-3%,1%,8%
LDHA inh,-2,3,-3,1,-3,-3,-6,0,-7,-1
Vif-A3G inh,-4%,0%,3%,-16%,1%,-3%,2%,1%,-7%,-10%
RGS4 inhibitor,-1%,-27%,6%,-14%,9%,-1%,0%,-3%,-13%,-6%
12-LOX inh,0%,-10%,?,/,3%,1%,-4%,-5%,-21%,-11%
ERG-DNA inh,-1%,20%,1%,-4%,-1%,-3%,4%,-11%,-2%,3%
D2 antag,-17,-15,17,-8,-16,-3,-4,-4,/,-5
D2 agonist,0.7,0.1,-0.4,-0.3,0.1,0.1,0.2,0.2,-1.4,-1.2
Vif-A3F inh,-11%,-15%,-13%,3%,1%,-1%,-8%,-5%,-1%,11%

11	Cn1c2ccccc2c2nn(-c3ccccc3)c(=O)cc21
12	O=C(NCCOc1ccccc1F)c1cc(F)c(F)cc1Cl
13	Cc1cc(C)cc(NC(=O)COC(=O)Cn2cnc3c2c(=O)n(C)c(=O)n3C)c1
14	COc1cccc(NC(=O)CSc2nnnn2C2CCCCC2)c1
15	O=C(/C=C/c1ccco1)N(Cc1cccc(F)c1)C1CCS(=O)(=O)C1 (stereo not given)
16	CCOC(=O)N/N=C(\C)c1ccccc1OC(F)F
17	COCC(=O)N/N=C\c1ccc(OC/C=C/c2ccccc2)c(OC)c1
18	O=C(NCCc1nc(-c2ccccc2Cl)no1)C1CCCCC1
19	COc1cc(C(=O)NCC(=O)N/N=C(\C)Cc2ccccc2)cc(OC)c1OC
20	COc1ccc(C(O)P(=O)(OCCC(C)C)c2ccc(N(C)C)cc2)cc1 (stereo not given)
compound no.,11,12,13,14,15,16,17,18,19,20
Glioma ERSR ind,-3%,-7%,-3%,-2%,3%,-6%,-4%,0%,-3%,0%
LDHA inh,-8,-7,-5&0,-1,-2,-2,0,0,-11,-5
Vif-A3G inh,-5%,-1%,-13%,-8%,-1%,1%,-3%,3%,0%,3%
RGS4 inhibitor,4%,16%,16%,-7%,-20%,-2%,11%,-9%,-1%,33%
12-LOX inh,-18%,-19%,8%&8%,0%,?,8%,13%,8%,0%,1%
ERG-DNA inh,0%,2%,8%,5%,5%,3%,-10%,-9%,-6%,-1%
D2 antag,22,-16,1,15,5,-1,5,/,-8,-20
D2 agonist,-0.1,-1.0,0.0,-1.2,-0.4,0.1,-1.4,/,0.0,0.1
Vif-A3F inh,-2%,-15%,-3%,4%,-5%,1%,-4%,0%,0%,0%

21	Cc1ccc(C)c(NC(=O)CSc2nnc([C@@H](N)Cc3ccccc3)o2)c1
22	CC1=CC2=NC(=O)/C(=C\c3cc(C)n(-c4ccccc4F)c3C)C(=N)N2O1
23	COc1ccc(-n2c(SCc3ccc([N+](=O)[O-])cc3)nnc2-c2ccccc2)cc1
24	COc1ccc(N2CCN(C(=O)Cc3ccc(-n4c(=O)[nH]c5ccccc5c4=O)cc3)CC2)cc1
25	Cc1ccc2c(c1)N(S(=O)(=O)c1ccc3c(c1)NC(=O)CC(=O)N3)CCO2
26	O=C(Nc1ccccc1C(F)(F)F)N1CCC(N2CCCCC2)CC1
27	N#Cc1cc2c(nc1SCc1ccccc1)CCC2
28	CC(=O)N1CCCC1c1nc2ccccc2n1Cc1cccc(C)c1 (stereo not given)
29	Cc1cc(C)n2nc(-c3ccc(Br)cc3)cc2n1
30	Cc1cc(C)n2nc(NCc3ccccc3)nc2n1
compound no.,21,22,23,24,25,26,27,28,29,30
Glioma ERSR ind,-2%,-1%,-2%,-5%,-6%&-1%,0%,-1%,-3%,5%,-1%
LDHA inh,1,-5,-2,-4,-2&1,-2,-16,1,-1,0
Vif-A3G inh,0%,-5%,-4%,1%,-3%&-2%,5%,1%,1%,-7%,-1%
RGS4 inhibitor,-28%,21%,-15%,-39%,-11%&-4%,4%,5%,7%,-3%,20%
12-LOX inh,15%,-18%,-14%,?,?,12%,-1%,-29%,12%,-24%
ERG-DNA inh,5%,6%,-2%,2%,-18%&3%,-2%,-6%,-10%,12%,0%
D2 antag,-10,-1,/,-1,-12,-2,-14,/,/,-23
D2 agonist,0.3,-1.8,/,-0.7,-0.2&0.1,0.6,-0.2,0.1,/,0.1
Vif-A3F inh,-16%,4%,5%,-6%,-3%&0%,9%,3%,-4%,-4%,0%

# An excerpt from further up, as a working copy:
21	Cc1ccc(C)c(NC(=O)CSc2nnc([C@@H](N)Cc3ccccc3)o2)c1
22	CC1=CC2=NC(=O)/C(=C\c3cc(C)n(-c4ccccc4F)c3C)C(=N)N2O1
23	COc1ccc(-n2c(SCc3ccc([N+](=O)[O-])cc3)nnc2-c2ccccc2)cc1
compound no.,21,22,23
Glioma ERSR ind,-2%,-1%,-2%
LDHA inh,1,-5,-2
Vif-A3G inh,0%,-5%,-4%
RGS4 inhibitor,-28%,21%,-15%
12-LOX inh,15%,-18%,-14%
ERG-DNA inh,5%,6%,-2%
D2 antag,-10,-1,/
D2 agonist,0.3,-1.8,/
Vif-A3F inh,-16%,4%,5%

# Other results follow.
31	CCNC(=O)C1(C)CCN(C(=O)c2ccc(OC)cc2)C1 (stereo not given)
32	NC(=N\N=CCc1ccccc1)/C(N)=N/N=CCc1ccccc1
33	O=C(NCc1ccccn1)Nc1ccccc1Cl
34	O=C(NCCN1CCOCC1)c1c(F)c(F)c(F)c(F)c1F
35	CN1CCN(c2ccc(S(=O)(=O)N3CCCCC3)cc2NC(=O)COc2ccc([N+](=O)[O-])cc2)CC1
36	CC(C)(C)OC(=O)N1CCC(c2c(C(=O)Nc3ccc4c(c3)OCCO4)cnn2-c2ccccc2)CC1
37	COc1cc(NC(=O)c2cc(-c3ccc(C)cc3)on2)cc(OC)c1OC
38	CCCc1cc(N2CCOCC2)n2ncc(-c3ccccc3)c2n1
39	Cc1ccc2nc(-c3cccc(Br)c3)c(Cc3cccc(Cl)c3)n2c1
40	Cc1ccc(NC(=S)N2CCN(c3ncccn3)CC2)cc1C
compound no.,31,32,33,34,35,36,37,38,39,40
Glioma ERSR ind,-1%,1%,5%,-5%,-2%,-3%,-3%,7%,0%,-3%
LDHA inh,-9,1,-13,1,-7,4,1,1,-6,-6
Vif-A3G inh,1%,0%,-4%,2%,-2%,5%,1%,-1%,-6%,1%
RGS4 inhibitor,/,-6%,41%,-22%[56.9 µM],-18%,0%,-20%,-31%,/,-1%
12-LOX inh,-1%,?,-5%,2%,?,-7%,-32%,0%,-4%,?
ERG-DNA inh,/,7%,9%,8%,-9%,0%,-5%,-4%,/,-2%
D2 antag,/,/,-14,-1,/,/,/,14,/,0
D2 agonist,/,/,-1.0,-0.9,/,0.1,/,0.2,/,0.9
Vif-A3F inh,/,-1%,?,1%,-4%,10%,2%,3%,/,3%

41	Cc1ccccc1OCC(=O)N/N=C/c1ccc(Sc2nc3ccccc3s2)o1
42	Clc1cccc(CSc2nc3ccncc3[nH]2)c1
43	Cc1nn(C)c(C(=O)NNC(=S)NC2CCCCC2)c1Cl
44	O=c1[nH]c2c(s1)C(c1ccc(O)cc1)C1C3CCC(C3)C1S2 (stereo not given)
45	CCC(C)(C)NC(=O)C(c1ccc(C)cc1)N(Cc1cccnc1)C(=O)c1csnn1 (stereo not given)
46	CCCc1cc(=O)oc2c3c(cc(OCC(=O)N4CCC[C@H]4C(=O)O)c12)OC(C)(C)CC3
47	O=C(Nc1cc(S(=O)(=O)N2CCCCC2)ccc1N1CCOCC1)c1ccc(C(F)(F)F)cc1
48	CC(=O)Nc1ccc(NC(=O)c2ccc(S(=O)(=O)N(C)c3ccccc3)cc2)cc1
compound no.,41,42,43,44,45,46,47,48
Glioma ERSR ind,-5%,1%,0%,2%,-5%,-2%,-4%,-3%
LDHA inh,2,-1,-1,-1,-10,-5,-8,-3
Vif-A3G inh,0%,-1%,-1%,?,0%,1%,-7%,-1%
RGS4 inhibitor,-12%,13%,-32%,-53%,-28%,2%,-5%,-12%
12-LOX inh,-3%,4%,11%,45µM*,0%,14%,202%[activator],27%
ERG-DNA inh,-1%,1%,-2%,-3%,-4%,-2%,-3%,2%
D2 antag,16,-10,/,2,-5,-5,-6,11
D2 agonist,1.4,-0.6,/,-0.6,0.0,0.5,0.9,0.3
Vif-A3F inh,-6%,-11%,6%,2%,0%,5%,-15%,-26%
